rTrxR1 inhibitor = inhibitors of rat thioredoxin reductase 1; O89049; recombinant rTrxR1, NADPH fluorescence consumption, selenite substrate; Potency, µM (highest dose often 114 µM), for inactives: top-dose activity change, negative = inhibition, usual class: inhibitors; hit rate 1% among 390,000; note: potency is the fitted concentration of half-maximal effect; % is set by controls: 0 for no effect and ±100 for the full control effect; nearly all actives have a fitted effect of over 65% in size
Target sequence (O89049 whole entry, looked up): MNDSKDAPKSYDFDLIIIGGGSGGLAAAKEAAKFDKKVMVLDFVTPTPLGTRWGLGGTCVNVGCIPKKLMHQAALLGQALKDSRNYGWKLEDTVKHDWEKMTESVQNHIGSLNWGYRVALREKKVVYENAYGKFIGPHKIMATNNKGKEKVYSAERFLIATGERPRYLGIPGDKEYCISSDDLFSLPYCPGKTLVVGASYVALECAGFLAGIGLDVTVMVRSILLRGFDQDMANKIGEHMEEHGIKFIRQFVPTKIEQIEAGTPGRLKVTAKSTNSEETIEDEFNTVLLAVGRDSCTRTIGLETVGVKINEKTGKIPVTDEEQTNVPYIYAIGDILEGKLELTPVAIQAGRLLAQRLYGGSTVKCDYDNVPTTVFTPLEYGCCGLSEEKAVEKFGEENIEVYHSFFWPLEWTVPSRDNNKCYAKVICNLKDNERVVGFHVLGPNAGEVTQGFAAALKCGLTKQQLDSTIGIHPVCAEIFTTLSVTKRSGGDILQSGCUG
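Rat TrxR1 (90 nM in the dispensed reagent) was pre-reduced with 400 uM NADPH for 5 min at room temperature, then incubated with compound for 15 min. After 400 uM selenite was added, NADPH fluorescence (Ex 340/Em 450 nm) was followed for 8 min.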
PI4K2A block = inhibitors of human PI4K2A | AID 1346378 | purified PI4K2A, ADP-Glo luminescence, 1 h; hits give low values | hit rate 0.13% among 420,000 | Q9BTU6 | activity change, negative = inhibition, % at 76.9 µM; in the data active = activity change below about -50%; inconclusive = mostly about -30% to -49%;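 note: -100% = wells without enzyme as full effect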
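In this quantitative HTS, ADP production by PI4K2A was quantified luminescently after 1 h at ambient temperature; 100 microM adenosine served as plate-quality control.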
TRHR ag = agonists of human TRH receptor; P34981; activation, % at 2 µM; AID 493084; TRHR cells, calcium flux fluo-8, FDSS agonist mode; hit rate 0.18% among 360,000; in the data active = activation above about 30%; note: 0% is about no effect
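TRHR-expressing cells, plated overnight in medium with 10% serum, were loaded with fluo-8 calcium dye at room temperature. After a 10 s baseline, library compound was pin-added and calcium release was recorded kinetically (ex 480/em 530) as agonist response.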
D2 ag = activates the human D2 dopamine receptor. P14416. HEK293 T-REx D2 cells, calcium flux agonist mode. activation, % at 2 µM. hit rate 0.53% among 340,000. AID 485358;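 active = activation over 3 SD above normal in the single-dose calcium agonist read, cut at about 30% in these data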; note: 0% is about no effect
Target sequence (P14416 whole entry, looked up): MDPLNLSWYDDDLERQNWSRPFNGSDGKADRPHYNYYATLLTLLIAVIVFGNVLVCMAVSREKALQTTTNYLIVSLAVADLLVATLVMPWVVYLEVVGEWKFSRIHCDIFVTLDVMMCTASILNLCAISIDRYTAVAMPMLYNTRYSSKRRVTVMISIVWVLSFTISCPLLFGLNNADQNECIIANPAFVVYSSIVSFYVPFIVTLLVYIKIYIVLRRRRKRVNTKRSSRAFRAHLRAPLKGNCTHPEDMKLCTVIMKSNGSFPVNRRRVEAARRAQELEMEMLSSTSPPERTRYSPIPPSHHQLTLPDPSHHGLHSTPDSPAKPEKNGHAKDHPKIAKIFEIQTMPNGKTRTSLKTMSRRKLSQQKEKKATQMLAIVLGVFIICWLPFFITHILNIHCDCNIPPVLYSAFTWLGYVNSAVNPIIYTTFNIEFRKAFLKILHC
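Agonism scored from kinetic calcium signal (1 read/sec, 180 s) following compound pin transfer, after a 10 s baseline. Cells: HEK293 Trex line expressing inducible D2 receptor coupled to calcium, dye-loaded after overnight culture at 30 C.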
TRHR PAM = allosteric enhancers of human TRH receptor. enhancement, % at 2 µM. P34981. hit rate 0.66% among 360,000. AID 493056. TRHR cells, fluo-8 calcium fluorescence, EC20 TRH enhancement; in the data active = enhancement above about 30%; note: 0% is about no effect
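TRHR-expressing cells loaded with fluo-8 calcium dye were read kinetically (ex 480/em 530) during compound addition, then stimulated with an EC20 of TRH (10 nM final). Enhancement of the Gq-mediated intracellular calcium response was scored.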
USP1 inh = USP1/UAF1 (human) deubiquitinase inhibition; O94782; recombinant USP1/UAF1, Ub-Rhodamine cleavage fluorescence; Potency, µM (top dose mostly 57.1 µM), for the others: at the highest dose activity change, negative = inhibition, actives largely listed as inhibitors; hit rate 0.23% among 390,000; AID 743255; note: potency is the fitted concentration of half-maximal effect; % is set by controls: 0 for no effect and ±100 for the full control effect; nearly all actives have a fitted effect of over 60% in size; inactives centre near -12
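USP1/UAF1 complex (1 nM) preincubated 15 min at room temperature with compound, then Ub-Rho substrate (150 nM final) added. Kinetic fluorescence at 480/540 nm over 6 reads at 60 s intervals; 50 mM HEPES pH 7.8, 0.5 mM EDTA, 0.1 mg/ml BSA, 1 mM TCEP, 0.01% Tween-20.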
TrxR1 substrate = rat thioredoxin reductase 1 substrate activity | Potency, µM (doses to about 114 µM), for inactives: at the top dose activity change, negative = substrate turnover | purified TrxR1 substrate turnover, NADPH consumption readout | hit rate 0.01% among 390,000 | O89049; note: potency is the fitted concentration of half-maximal effect; % is set by controls: 0 for no effect and ±100 for the full control effect; nearly all actives have a fitted effect of over 50% in size
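Rat TrxR1, dispensed at 90 nM, was prereduced with 400 uM NADPH (final) for 5 min at ~22 deg C, then incubated with compound 15 min before 400 uM selenite. A first-read NADPH fluorescence drop versus no-compound background flagged substrates.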
D2 antagonist = antagonizes the human D2 dopamine receptor; P14416; HEK293 TREx D2 cells, calcium flux, dopamine EC80; inhibition, % at 10 µM; hit rate 2% among 340,000; AID 485344; in the data active = inhibition above about 30%; note: 0% is about no effect
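Inhibition of EC80 dopamine-driven calcium flux, recorded kinetically, defines activity here; cells are a tetracycline-induced HEK293 T-REx line expressing force-coupled D2.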
mIDH1 inhibitor = inhibitors of human mutant IDH1 R132H | AID 602179 | Potency, µM (series often up to 76.6 µM), for inactives: at the top dose activity change, negative = inhibition, hits mostly inhibitors | O75874 | IDH1-R132H enzyme, NADPH consumption, diaphorase/resazurin fluorescence | hit rate 0.093% among 390,000; note: potency is the fitted concentration of half-maximal effect; % is set by controls: 0 for no effect and ±100 for the full control effect; nearly all actives have a fitted effect of over 65% in size
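IDH1-R132H (0.5 ug/mL) preincubated 30 min with compound, then NADPH (0.016 mM) and alpha-KG (2 mM) added; 80 min at RT, pH 7.5. Remaining NADPH coupled via diaphorase/resazurin to fluorescence (540/590 nm); concentration-response curves normalized to no-enzyme control.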
* hit, by the source's call; ? = inconclusive; . = no result given; [ ] = remark or other dose. Unless noted, calls come from the whole dose curve; as a rule, active = well fitted inhibition curve with a large enough effect; inconclusive = small, poorly fitted or top-dose-only effect; inactive = no such curve, though single readings can be large or run the other way.

Assay codes: A = rTrxR1 inhibitor; B = PI4K2A block; C = TRHR ag; D = D2 ag; E = TRHR PAM; F = USP1 inh; G = TrxR1 substrate; H = D2 antagonist; I = mIDH1 inhibitor
CC1CC(C)CN(C(=O)Nc2ccccc2F)C1 (stereo unspecified)
  A = 13%; B = -3; C = 0.9; D = 3.6; E = 4; F = -16%; G = 7%; H = -5; I = -3%

COc1ccc(S(=O)(=O)N(C)c2ccc(C(N)=O)cc2)cc1
  A = 25%; B = 0; C = 0.4; D = -0.3; E = 16; F = -13%; G = 5%; H = 4; I = 3%

Cc1ccc(C)c(CN2C(=O)c3ccccc3S(=O)c3ccc(C(=O)N4CCOCC4)cc32)c1 (stereo unspecified)
  A = -3%; B = 1; C = 0.3; D = 0.9; E = 30*; F = -9%; G = -9%; H = .; I = -6%

COCC(=O)NCCc1ccc(S(N)(=O)=O)cc1
  A = 22%; B = -4; C = 0.3; D = 0.8; E = 3; F = -11%; G = 11%; H = -3; I = 6%

COc1ccccc1/C=C/C(=O)NCC(=O)N/N=C/c1cccnc1
  A = 12%; B = 2; C = -1.0; D = -0.7; E = -3; F = -17%; G = 9%; H = 9; I = -7%

NC(=O)C1CCN(CC(=O)Nc2nccs2)CC1
  A = 3%; B = 5; C = 0.6; D = 1.4; E = 1; F = -14%; G = -2%; H = -9; I = -6%

CN(C(=O)COC(=O)c1ccc(NS(=O)(=O)c2cccs2)cc1)C1CCCCC1
  A = -7%; B = 0; C = -0.5; D = -0.2; E = 3; F = -20%; G = -10%; H = -6; I = 6%

CCOC(=O)c1sc(NC(=O)CN2C(=O)NC3(CCC(C)CC3)C2=O)c(C(=O)OCC)c1C (stereo unspecified)
  A = 5%; B = -1; C = 0.9; D = 0.7; E = 8; F = -10%; G = -2%; H = 0; I = -15%

Cc1c2cnn(-c3ccccc3)c(=O)c2c(C)n1CC(=O)N1CCN(c2ccc(F)cc2)CC1
  A = ?; B = 2; C = -0.3; D = -0.1; E = 1; F = -19%; G = -3%; H = .; I = -8%

Cc1cc(C)c2nc(N3CCC(C(=O)NCCCN4CC(C)CC(C)C4)CC3)sc2c1 (stereo unspecified)
  A = 10%[57.1 µM]; B = 3; C = 1.9; D = 0.4; E = 3; F = -13%; G = -23%[57.1 µM]; H = -1; I = 5%

CCn1nc(C)c(/C=N/NC(=S)Nc2ccc(Cl)cc2Cl)c1C
  A = -14%; B = 2; C = 0.5; D = 0.1; E = 0; F = -7%; G = -11%; H = -6; I = -2%

Cc1ccn2cc(CNS(=O)(=O)c3ccc(Cl)s3)nc2c1
  A = 6%[57.1 µM]; B = 1; C = -0.7; D = -0.8; E = 2; F = -17%; G = 5%[57.1 µM]; H = 8; I = 5%

CC(=O)Nc1ccc(S(=O)(=O)Nc2c(NC3CCCCC3)c3ccccc3oc2=O)cc1
  A = 4%; B = -3; C = -0.9; D = 0.1; E = -8; F = -15%; G = 0%; H = -1; I = 0%

O=C(Nc1ccccc1)c1ccn[nH]1
  A = 1%; B = -3; C = -0.9; D = -0.5; E = 7; F = 9%; G = -4%; H = -10; I = 17%

O=C(/C=C\Nc1ccc(S(=O)(=O)Nc2ncccn2)cc1)c1ccccc1
  A = -4%; B = -4; C = 0.1; D = .; E = 8; F = 1%; G = -6%; H = .; I = 0%

CCC1CCCCN1C(=O)CSc1nnc(-c2cccc(Cl)c2)o1 (stereo unspecified)
  A = 26%[57.1 µM]; B = 8; C = -0.5; D = 0.1; E = -8; F = -5%; G = 7%[57.1 µM]; H = -14; I = -2%

C=CCOc1c2ccc(C(=O)NCCc3ccc(C)cc3)cc2nn1C
  A = 19%[57.1 µM]; B = 1; C = -1.0; D = -0.4; E = -1; F = -15%; G = 24%[57.1 µM]; H = 1; I = 3%

Cc1cccnc1NC(=O)CCNC(=O)c1ccc(Br)cc1
  A = 29%; B = 2; C = 0.2; D = .; E = -3; F = -6%; G = 1%; H = .; I = 14%

CC(NC(=O)C(C)N1CCN(Cc2ccccc2)CC1)c1ccccc1 (stereo unspecified)
  A = 16%; B = 3; C = 0.2; D = -1.0; E = 17; F = -19%; G = 2%; H = 4; I = 2%

O=C1CC(C(=O)N2CCc3ccccc32)CN1c1ccccc1 (stereo unspecified)
  A = 14%; B = 4; C = -0.1; D = -0.5; E = -4; F = 7%; G = -1%; H = 9; I = -6%

Reformatted: entries from further up.
Every second line gives: rTrxR1 inhibitor	PI4K2A block	TRHR ag	D2 ag	TRHR PAM	USP1 inh	TrxR1 substrate	D2 antagonist	mIDH1 inhibitor
Cc1c2cnn(-c3ccccc3)c(=O)c2c(C)n1CC(=O)N1CCN(c2ccc(F)cc2)CC1
 : ?	2	-0.3	-0.1	1	-19%	-3%	.	-8%
Cc1cc(C)c2nc(N3CCC(C(=O)NCCCN4CC(C)CC(C)C4)CC3)sc2c1 (stereo unspecified)
 : 10%[57.1 µM]	3	1.9	0.4	3	-13%	-23%[57.1 µM]	-1	5%
CCn1nc(C)c(/C=N/NC(=S)Nc2ccc(Cl)cc2Cl)c1C
 : -14%	2	0.5	0.1	0	-7%	-11%	-6	-2%
Cc1ccn2cc(CNS(=O)(=O)c3ccc(Cl)s3)nc2c1
 : 6%[57.1 µM]	1	-0.7	-0.8	2	-17%	5%[57.1 µM]	8	5%
CC(=O)Nc1ccc(S(=O)(=O)Nc2c(NC3CCCCC3)c3ccccc3oc2=O)cc1
 : 4%	-3	-0.9	0.1	-8	-15%	0%	-1	0%
O=C(Nc1ccccc1)c1ccn[nH]1
 : 1%	-3	-0.9	-0.5	7	9%	-4%	-10	17%
O=C(/C=C\Nc1ccc(S(=O)(=O)Nc2ncccn2)cc1)c1ccccc1
 : -4%	-4	0.1	.	8	1%	-6%	.	0%
CCC1CCCCN1C(=O)CSc1nnc(-c2cccc(Cl)c2)o1 (stereo unspecified)
 : 26%[57.1 µM]	8	-0.5	0.1	-8	-5%	7%[57.1 µM]	-14	-2%
C=CCOc1c2ccc(C(=O)NCCc3ccc(C)cc3)cc2nn1C
 : 19%[57.1 µM]	1	-1.0	-0.4	-1	-15%	24%[57.1 µM]	1	3%
Cc1cccnc1NC(=O)CCNC(=O)c1ccc(Br)cc1
 : 29%	2	0.2	.	-3	-6%	1%	.	14%
CC(NC(=O)C(C)N1CCN(Cc2ccccc2)CC1)c1ccccc1 (stereo unspecified)
 : 16%	3	0.2	-1.0	17	-19%	2%	4	2%
O=C1CC(C(=O)N2CCc3ccccc32)CN1c1ccccc1 (stereo unspecified)
 : 14%	4	-0.1	-0.5	-4	7%	-1%	9	-6%

Continued:
Assay codes: A = rTrxR1 inhibitor; B = PI4K2A block; C = TRHR ag; D = D2 ag; E = TRHR PAM; F = USP1 inh; G = TrxR1 substrate; H = D2 antagonist; I = mIDH1 inhibitor
Cc1ccc(C)c(N(C)C(=O)c2cn(C)c(=O)c3ccccc23)c1
  A = -2%; B = -3; C = 0.3; D = -1.0; E = 1; F = -14%; G = -6%; H = .; I = 5%

Cc1ccc(NC(=O)COC(=O)c2ccc(S(=O)(=O)N3CCCC3)cc2)cc1
  A = 17%; B = 1; C = 0.5; D = 0.4; E = 0; F = -14%; G = 3%; H = 27; I = 8%

O=C(c1ccco1)N1CCN(S(=O)(=O)c2cccc3nsnc23)CC1
  A = 10%[57.1 µM]; B = -2; C = -0.4; D = -0.8; E = 3; F = -15%; G = 14%[57.1 µM]; H = 3; I = 1%

O=c1ccc2c(-c3ccccc3S(=O)(=O)O)c3ccc(O)c(O)c3oc-2c1O
  A = 0%; B = -68*; C = -0.2; D = -0.1; E = 1; F = ?; G = -18%; H = 13; I = 25%

Cc1ccc(-c2noc(CNC(=O)COc3cc(C)c(Br)c(C)c3)n2)cc1
  A = 18%; B = -1; C = 1.5; D = 0.8; E = -4; F = 2%; G = -1%; H = .; I = -7%

Cc1noc(C)c1C(=O)N(C)Cc1ccccc1
  A = 33%[57.1 µM]; B = -1; C = 0.4; D = 0.3; E = 1; F = 3%; G = 6%[57.1 µM]; H = -11; I = -5%

COc1ccc(C(=O)NCC(=O)N/N=C/c2ccco2)cc1OC
  A = ?; B = -2; C = -1.6; D = -2.0; E = -4; F = -12%; G = -8%; H = 4; I = -14%

CCCN(CCC)CCNC(=O)CCC(=O)Nc1ccc2nc(N3CCOCC3)cc(C)c2c1
  A = 49%; B = -10; C = -2.1; D = 0.4; E = 23; F = -5%; G = 43%[activator][57.1 µM]; H = -21; I = 4%

Cc1cccc(NC(=O)C(NS(=O)(=O)c2cccc3nsnc23)c2ccccc2)c1C (stereo unspecified)
  A = 16%; B = 4; C = 0.5; D = -0.8; E = -3; F = -4%; G = -1%; H = .; I = 10%

CC1(C(=O)O)CC(C)(C(=O)O)CC(C)(C(=O)O)C1 (stereo unspecified)
  A = -7%; B = -3; C = 0.2; D = 0.2; E = 7; F = 3%; G = -7%; H = -6; I = 3%

CCO[C@@H]1OC(C(N)=O)=C[C@H](c2ccc(C(F)(F)F)cc2)[C@H]1CCCO
  A = -5%[57.1 µM]; B = -3; C = 0.1; D = .; E = 0; F = 11%; G = 0%[57.1 µM]; H = .; I = -2%

Cc1ccc(NC(=O)C2CC(=O)N(c3ccc4c(c3)OCCO4)C2)nc1 (stereo unspecified)
  A = 13%; B = -3; C = -0.2; D = -0.3; E = 3; F = -19%; G = 3%; H = -4; I = -1%

COc1ccc(C(=O)Nc2ccc(Cl)cc2C(=O)NCc2ccco2)cc1OC
  A = 20%; B = -7; C = -0.8; D = -1.1; E = 0; F = -19%; G = 24%; H = -4; I = 7%
